IMPase Li cell = IMPase inhibition in cells with lithium potentiation; CHO-M1 cells, IP1 TR-FRET (IP-One), carbachol + lithium; Potency, µM (series often up to 59.4 µM), for inactives: at the highest dose activity, negative = IMPase inhibition, actives largely listed as inhibitors; 210,000 tested, 0.35% active; AID 1457;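 further: IP1 builds up when IMPase is blocked and the TR-FRET signal falls; potency means the concentration at half of the fitted maximal effect; plate controls were basal vehicle for no effect and high inhibitor control for full effect; nearly all actives have a fitted effect of over 50% in size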
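IP1 accumulation measured by competitive TR-FRET in lysed CHO-M1 cells after 30 min compound exposure at 37C, with a small lithium addition to potentiate weak responses. Hill-equation AC50 from ratio and donor-channel data.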
Epigenetic reg = epigenetic control regulation, reporter derepression; murine LDR cells, GFP reporter derepression, 30 h; Potency, µM (top dose mostly 53.9 µM), for inactives: top-dose GFP activation, actives largely listed as activators; 280,000 tested, 0.2% active; further: potency means the concentration at half of the fitted maximal effect; % of control where 0% means no effect; nearly all actives have a fitted effect of over 60% in size
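Murine LDR cells bearing a silenced CMV-driven GFP reporter were exposed to compound for 30 h at 37 C. After PBS washes, GFP-positive cells (20-120 um objects) counted by laser-scanning microplate cytometry.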
LMNA splice mod = LMNA splicing modulation. HeLa LMNA splicing GFP/RFP minigene ratio, 48 h. Potency, µM (top dose mostly 46.1 µM), for the others: top-dose ratio change, negative = inhibition, actives largely listed as inhibitors. 200,000 tested, 0.01% active. AID 1487; active means well fitted inhibition curve with a large enough effect in the signal ratio, with a control signal flat, not every such curve was filed as active; inconclusive means small, poorly fitted or top-dose-only effect, or effect the other way, or a change in a side signal; the % refers to the signal ratio; further: potency means the concentration at half of the fitted maximal effect; on the % scale 0 is the no-effect control and ±100 the full control effect
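S3 HeLa stable clones carrying a lamin A-EGFP splicing minigene plus DsRed2 were seeded at 600 cells/well in Opti-MEM with 2% FBS, pin-dosed and incubated 48 h at 37°C. Acumen cytometry (488 nm) gave the GFP/RFP total-intensity ratio.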
KinaseGlo FLuc = Kinase-Glo luciferase inhibition (counter-screen). Q27757. Kinase-Glo luciferase, ATP luminescence, 8 min. Potency, µM (titrated, usually from 38.3 µM), without a hit: top-dose activity change, negative = inhibition, most hits filed as inhibitors. 200,000 tested, 0.28% active. AID 1379; further: potency means the concentration at half of the fitted maximal effect; on the % scale 0 is the no-effect control and ±100 the full control effect; nearly all actives have a fitted effect of over 60% in size
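Compounds were added to a substrate mix at pH 7.2 (50 mM imidazole, 10 uM ATP, within the enzyme's linear range), followed by Kinase-Glo detection reagent; luminescence was measured after 8 minutes at ambient temperature.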
NPSR antag = blocks cAMP signaling of the human neuropeptide S receptor; 220,000 tested, 1% active; CHO-NPSR cells, cAMP TR-FRET, antagonist mode; Q6W5P4; Potency, µM (highest dose often 38.3 µM), without a hit: at the highest dose activity change, negative = inhibition, most hits filed as inhibitors; further: potency means the concentration at half of the fitted maximal effect; on the % scale 0 is the no-effect control and ±100 the full control effect; nearly all actives have a fitted effect of over 50% in size; many of its hits are not listed in these tables
Target sequence (Q6W5P4 whole entry, looked up): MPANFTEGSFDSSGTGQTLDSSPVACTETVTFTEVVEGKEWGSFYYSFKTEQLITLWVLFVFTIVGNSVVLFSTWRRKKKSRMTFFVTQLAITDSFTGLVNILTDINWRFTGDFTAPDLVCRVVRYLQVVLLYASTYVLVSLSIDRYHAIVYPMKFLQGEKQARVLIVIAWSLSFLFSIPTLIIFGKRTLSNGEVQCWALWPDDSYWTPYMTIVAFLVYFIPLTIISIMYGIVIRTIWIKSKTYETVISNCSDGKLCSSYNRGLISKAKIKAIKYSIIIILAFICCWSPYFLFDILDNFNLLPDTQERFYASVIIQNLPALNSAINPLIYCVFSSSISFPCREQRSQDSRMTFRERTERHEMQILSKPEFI
HttQ103 aggreg = reduces HttQ103-GFP aggregates in PC12 cells; PC12 HttQ103-GFP aggregates, Acumen cytometry, 40 h; Potency, µM (series often up to 46.1 µM), for the others: at the top dose activity change, negative = inhibition, hits mostly inhibitors; 220,000 tested, 1.1% active; AID 1688; further: potency means the concentration at half of the fitted maximal effect; on the % scale 0 is the no-effect control and ±100 the full control effect; nearly all actives have a fitted effect of over 60% in size
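Multiplexed with ATP-based cell death, this channel scores GFP aggregates in PC12 cells expressing inducible HTTex1-Q103-GFP. Induction used 100 nM tebufenozide; compounds were tested in concentration series.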
CBFb-RUNX1 inh = inhibitors of human CBF-beta and RUNX1 interaction; AlphaScreen CBFb-His/RUNX1-biotin binding, biochemical; 230,000 tested, under 10 active; Q01196+Q13951; Potency, µM (top dose mostly 59.8 µM), for the others: at the highest dose activity, negative = inhibition, usual class: inhibitors; further: % of control where 0% means no effect
Target sequence (Q01196 whole entry, looked up): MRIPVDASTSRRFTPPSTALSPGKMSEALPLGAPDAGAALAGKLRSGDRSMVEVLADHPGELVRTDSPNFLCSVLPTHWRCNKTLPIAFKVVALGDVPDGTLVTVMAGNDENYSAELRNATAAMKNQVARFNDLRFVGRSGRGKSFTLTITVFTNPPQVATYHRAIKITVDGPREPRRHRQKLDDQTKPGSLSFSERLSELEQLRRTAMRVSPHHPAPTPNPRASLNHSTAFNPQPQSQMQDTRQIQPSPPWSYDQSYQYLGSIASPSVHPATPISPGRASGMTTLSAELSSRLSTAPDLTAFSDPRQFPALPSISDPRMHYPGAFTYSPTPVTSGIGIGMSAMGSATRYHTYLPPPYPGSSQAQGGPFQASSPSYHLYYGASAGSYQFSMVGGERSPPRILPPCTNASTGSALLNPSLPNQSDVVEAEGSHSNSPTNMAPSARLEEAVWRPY
Target sequence (Q13951 whole entry, looked up): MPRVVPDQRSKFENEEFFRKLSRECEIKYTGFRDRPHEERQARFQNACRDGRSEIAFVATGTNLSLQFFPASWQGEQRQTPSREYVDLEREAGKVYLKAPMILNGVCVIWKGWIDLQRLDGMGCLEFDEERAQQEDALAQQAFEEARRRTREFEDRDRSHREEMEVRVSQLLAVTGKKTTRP
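CBF-beta (His) and RUNX1 (biotin), 30 nM each; 20 min preassociation; + compound, 15 min; + beads 50 ng each (Ni, streptavidin), 90 min; RT; AlphaScreen read.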
The depositor's hits bear a star; ? = inconclusive; . = no result given; [ ] = dose if it differs, or a comment. Unless noted, the call rests on the fitted dose curve; in most records, active means well fitted curve in the direction sought with a large enough effect; inconclusive means small, poorly fitted or top-dose-only effect, or another doubt; inactive means no such curve, though single readings can be large; an effect the other way counts as inactive or inconclusive.

SMILES	IMPase Li cell	Epigenetic reg	LMNA splice mod	KinaseGlo FLuc	NPSR antag	HttQ103 aggreg	CBFb-RUNX1 inh
O=C(Cn1nnc2c(cnn2-c2ccccc2)c1=O)NCc1cccs1	2%[38.3 µM]	2.2%	0%	1%	-8%[46.1 µM]	-7%	4%
COc1ccccc1NC(=O)CSC1CC(=O)N(c2ccc3c(c2)OCO3)C1=O (configuration not stated)	19%[38.3 µM]	0.0%	11%	4%	-11%[46.1 µM]	27%	-11%
NNC(=O)Cn1nc2n(c1=O)-c1ccccc1SC2	.	-0.2%	.	.	-24%	-18%[9.22 µM]	4%
Cc1ccc(C(=O)COC(=O)c2ccncc2)cc1[N+](=O)[O-]	1%	0.0%	-8%	1%	10%	-12%	4%
CC1=C(C(=O)NCc2ccccc2)C(c2cccs2)NC(=S)N1 (configuration not stated)	1%	-2.8%	.	2%	-4%	1%	5%
C=CCn1c(SCC(=O)Nc2c(C)cccc2C)nnc1-c1ccncc1	22%[38.3 µM]	-1.0%	2%	2%	-7%[46.1 µM]	1%	8%
O=C(NCC1CCCO1)C1CC(=O)N(c2ccc(F)c(Cl)c2)C1 (configuration not stated)	7%[38.3 µM]	1.7%	-1%	-4%	1%[46.1 µM]	0%	-4%
CCC(=O)Nc1ccc(Nc2ccccc2)cc1	11%	0.0%	-12%	2%	-29%[46.1 µM]	18%	5%
Nc1nc(CCOc2ccc(F)cc2)cs1	-6%	-3.1%	-3%[9.22 µM]	0%	28%	-16%	9%
N#Cc1ccccc1OCC(=O)N1CCc2ccccc2C1	4%	-3.7%	-7%[46 µM]	-2%	-11%	4%	-2%
O=C(N/N=C/c1sc(N2CCOCC2)nc1-c1ccccc1)c1ccccc1F	.	-0.3%	.	.	30%[7.67 µM]	4%[9.22 µM]	25%
Cc1cc(C)n(-c2n[nH]c(C)c2[N+](=O)[O-])n1	8%	0.0%	-3%[46 µM]	-3%	10%	1%[9.22 µM]	5%
Clc1ccccc1CSc1nncn1-c1cccnc1	4%	-1.3%	9%[9.22 µM]	0%	-5%	-4%[9.22 µM]	2%
CCOc1nc(C)cc(COC)c1C(N)=O	-8%	0.1%	?	0%	10%	10%	-5%
Cc1nnc(NC(=O)c2ccc(S(=O)(=O)N3CCc4ccccc4C3)cc2)o1	-4%	-2.6%	39%[46 µM]	-1%	-2%	?	-15%
CCCC(C)NC(=O)COc1ccc(S(=O)(=O)c2ccc(OCC(=O)NC(C)CCC)cc2)cc1 (configuration not stated)	7%	0.0%	?	-1%	-6%	-4%	-3%
O=C(Nc1ccccc1N1CCOCC1)c1csc2c1CCCC2	.	1.1%	-8%[46 µM]	.	?	-2%[9.22 µM]	12%
Cc1ccc(NCC(=O)N/N=C/c2ccncc2)cc1	-2%	-1.6%	.	-1%	15%	5%[9.22 µM]	1%
Cc1[nH]n(-c2ccccc2)c(=O)c1N=O	8%	4.8%	5%[46 µM]	-12%	-3%	0.63µM*	1%
O=C(CC1SCCNC1=O)Nc1ccc(Cl)c(Cl)c1 (configuration not stated)	0%	-6.3%	?	0%	-3%	7%[9.22 µM]	-6%
Cc1nn(C(=O)c2ccco2)c(C)c1Br	8%[38.3 µM]	-1.5%	-3%	1%	5%[46.1 µM]	-1%[9.22 µM]	1%
CCN(CCCNC(=O)COc1cc(=O)n(C)c2ccccc12)c1cccc(C)c1	2%[38.3 µM]	-1.1%	?	-1%	?	?	-4%
CS(=O)(=O)Nc1ccc(C(=O)Nc2ccc(S(=O)(=O)N3CCCC3)cc2)cc1	6%	1.1%	-15%[9.22 µM]	-1%	2%	7%	10%
CS(=O)(=O)N1CCN(c2ccccc2NC(=O)c2ccc(-c3ccc(Br)cc3)o2)CC1	8%[38.3 µM]	-1.6%	1%	-4%	-25%[46.1 µM]	-19%	-8%
O=C(CCCN1C(=O)c2ccccc2C1=O)Nc1ccc(S(=O)(=O)N2CCOCC2)cc1	9%[38.3 µM]	2.1%	-6%	3%	-11%[46.1 µM]	-2%	1%
Cc1ccc(-c2nn(-c3cccc(F)c3)cc2CN(Cc2nccn2C)C(C)C)o1	10%	-0.2%	.	.	?	-24%[9.22 µM]	-10%
CC(=O)Nc1ccc(-c2nnc(SCC(=O)NCc3ccco3)n2C)cc1	26%[38.3 µM]	-1.8%	9%	-3%	-5%[46.1 µM]	4%	7%
Cc1cc(Br)ccc1OCCCCNC(C)(C)C	1%[38.3 µM]	0.0%	-4%	-5%	11%[46.1 µM]	-8%	5%
Cc1cc(C)c(S(=O)(=O)C(C)C)c(=O)[nH]1	0%	-2.2%	.	0%	5%	-3%	-2%
CCN(CC)S(=O)(=O)c1ccc(NC(=O)COC(=O)c2ccc(-n3nc(C)cc3C)cc2)cc1	41%[activator][38.3 µM]	0.0%	9%	-3%	-22%[46.1 µM]	10%	2%
CCOc1cc(NC(=S)NCC2CCCO2)c(OCC)cc1NC(=O)c1ccc(OC)cc1 (configuration not stated)	2%	-1.0%	?	1%	3%	-14%	?
COC(=O)Cn1cccc1C(=O)c1ccccc1	-15%[38.3 µM]	-0.4%	13%	0%	-12%[46.1 µM]	-15%	1%
COc1cccc(/C=N/Nc2ncccc2[N+](=O)[O-])c1OC	.	-2.0%	.	.	17%	5%[9.22 µM]	-2%
CCOC(=O)C1CCN(c2ccc([N+](=O)[O-])c(C(C)=O)c2)CC1	-3%	-0.8%	15%[46 µM]	7%	-1%	10%	-15%
COc1ccccc1-c1nnc(SCC(=O)NCc2cccs2)n1N	5%	-3.2%	-22%[46 µM]	3%	5%	16%	-6%
O=C(COc1ccc(-n2cnnn2)cc1)NC(=O)NCc1ccccc1	5%[38.3 µM]	4.4%	4%	0%	-8%[46.1 µM]	6%	-5%
COc1ccc(C(=O)N/N=C(\C)Cn2nc([N+](=O)[O-])cc2C)cc1	-7%[38.3 µM]	-1.2%	18%	-2%	0%[46.1 µM]	12%	6%
COC(=O)Cn1c(C(=O)N(C)C)cc2c1C[C@H]1CN(C(=O)c3ccccc3)[C@@](Cc3ccc(OC)cc3)(C(=O)OC)[C@@H]21	-13%	2.7%	.	-1%	.	.	1%
CCC(/C=N/Nc1ccc(S(=O)(=O)N2CCCC2)cc1[N+](=O)[O-])CC	5%	0.1%	3%	-2%	-24%	-9%	-2%
Cc1ccc(C(C(=O)NC2CCCCC2)N2CCCC2)cc1 (configuration not stated)	25%	-2.3%	-12%	-4%	6%[46.1 µM]	-2%	7%
CC(=O)NC(CC(=O)c1ccc([N+](=O)[O-])cc1)C(Cl)(Cl)Cl (configuration not stated)	8%	0.2%	-6%	0%	14%[46.1 µM]	-5%	-5%
O=C(Cn1c(-c2ccccn2)nc2ccccc21)NCCN1CCOCC1	19%[38.3 µM]	-2.1%	-5%	2%	-1%[46.1 µM]	-16%	-16%
CC(=O)Cc1nsc(NC(=O)c2ccc(-c3cc(Cl)ccc3Cl)o2)n1	7%	0.9%	.	0%	-25%	4%	-15%
Cc1ccc(-n2c(SCC3CNC(=O)O3)nnc2-c2ccccc2)cc1C (configuration not stated)	5%	0.1%	12%	-1%	0%	2%	1%
CC(C)SC1=NC(C)(C)C=C(/C=C/c2c(Cl)cccc2Cl)N1	39%[38.3 µM]	-7.3%	?	-4%	?	40%	-3%
O=C1CCN(C(=S)NCCc2ccccc2)CC1	-1%	-0.5%	19%[46 µM]	-3%	8%	-6%	4%
CC1CCCCN1S(=O)(=O)c1ccc(NC(=O)c2cccc(-n3cnnn3)c2)cc1 (configuration not stated)	9%[38.3 µM]	-0.9%	-18%	-4%	-4%[7.67 µM]	-14%	-4%
CCc1ccc2c(CN3CCN(S(=O)(=O)c4ccc5c(c4)OCCO5)CC3)cc(=O)oc2c1	0%[38.3 µM]	-0.1%	?	-1%	-22%[46.1 µM]	-21%	-2%

Already shown: entries from further up.
SMILES	IMPase Li cell	Epigenetic reg	LMNA splice mod	KinaseGlo FLuc	NPSR antag	HttQ103 aggreg	CBFb-RUNX1 inh
COc1ccc(C(=O)N/N=C(\C)Cn2nc([N+](=O)[O-])cc2C)cc1	-7%[38.3 µM]	-1.2%	18%	-2%	0%[46.1 µM]	12%	6%
COC(=O)Cn1c(C(=O)N(C)C)cc2c1C[C@H]1CN(C(=O)c3ccccc3)[C@@](Cc3ccc(OC)cc3)(C(=O)OC)[C@@H]21	-13%	2.7%	.	-1%	.	.	1%
CCC(/C=N/Nc1ccc(S(=O)(=O)N2CCCC2)cc1[N+](=O)[O-])CC	5%	0.1%	3%	-2%	-24%	-9%	-2%
Cc1ccc(C(C(=O)NC2CCCCC2)N2CCCC2)cc1 (configuration not stated)	25%	-2.3%	-12%	-4%	6%[46.1 µM]	-2%	7%
CC(=O)NC(CC(=O)c1ccc([N+](=O)[O-])cc1)C(Cl)(Cl)Cl (configuration not stated)	8%	0.2%	-6%	0%	14%[46.1 µM]	-5%	-5%
O=C(Cn1c(-c2ccccn2)nc2ccccc21)NCCN1CCOCC1	19%[38.3 µM]	-2.1%	-5%	2%	-1%[46.1 µM]	-16%	-16%
CC(=O)Cc1nsc(NC(=O)c2ccc(-c3cc(Cl)ccc3Cl)o2)n1	7%	0.9%	.	0%	-25%	4%	-15%
Cc1ccc(-n2c(SCC3CNC(=O)O3)nnc2-c2ccccc2)cc1C (configuration not stated)	5%	0.1%	12%	-1%	0%	2%	1%
CC(C)SC1=NC(C)(C)C=C(/C=C/c2c(Cl)cccc2Cl)N1	39%[38.3 µM]	-7.3%	?	-4%	?	40%	-3%

(continued)
SMILES	IMPase Li cell	Epigenetic reg	LMNA splice mod	KinaseGlo FLuc	NPSR antag	HttQ103 aggreg	CBFb-RUNX1 inh
Cn1c(=O)c2c(nc(SCc3nc(N)nc(N4CCCCC4)n3)n2C)n(C)c1=O	1%	0.0%	1%	13%	9%	-28%	2%
CCCn1c(SCC(=O)N2CCCc3ccccc32)nc2c1c(=O)n(C)c(=O)n2C	.	-3.7%	9%	.	-17%[46.1 µM]	-13%	-3%
CNC(=O)C1C(=S)NC(N)=C(C#N)C1c1ccccc1 (configuration not stated)	26%[38.3 µM]	1.8%	?	1%	11%[46.1 µM]	-5%[1.84 µM]	4%
O=C(c1ccc(CN2CCOCC2)cc1)N1CCN(c2ccccc2F)CC1	13%[38.3 µM]	0.0%	2%	0%	-5%[46.1 µM]	-2%	2%
CN(c1nc2ccccc2n2c(C3CC3)nnc12)S(=O)(=O)c1ccccc1	.	0.0%	.	.	-9%	3%[9.22 µM]	9%
COc1cccc(C(=O)Nc2ccc(C3CC3(Cl)Cl)cc2)c1 (configuration not stated)	26%	-4.6%	?	-18%	-22%	-1%[9.22 µM]	16%

Source: PubChem BioAssay

These rows are one share of the data; count on the stated rates, not on these rows.
